Source: PubChem BioAssay
Kir21 block – inhibitors of mouse Kir2.1 inward-rectifier potassium channel. 310,000 compounds, 0.85% hits. P35561. HEK293-Kir2.1, FluxOR thallium flux fluorescence; stronger effect = lower value. B-score at 10 µM. AID 1672;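 active = fluorescence ratio B-score at or below minus 3 SD of library scores, with starting-brightness B-score within 2 SD, cut at about -4.2 in these data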;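 note: channel flux triggered by added potassium and thallium sulfate stimulus; B-score of peak minus minimum fluorescence over baseline after thallium stimulus; more negative B-score means stronger Kir2.1 block with less thallium influx; some compounds called inactive have numbers as strong as hits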
Target sequence (P35561 whole entry, looked up): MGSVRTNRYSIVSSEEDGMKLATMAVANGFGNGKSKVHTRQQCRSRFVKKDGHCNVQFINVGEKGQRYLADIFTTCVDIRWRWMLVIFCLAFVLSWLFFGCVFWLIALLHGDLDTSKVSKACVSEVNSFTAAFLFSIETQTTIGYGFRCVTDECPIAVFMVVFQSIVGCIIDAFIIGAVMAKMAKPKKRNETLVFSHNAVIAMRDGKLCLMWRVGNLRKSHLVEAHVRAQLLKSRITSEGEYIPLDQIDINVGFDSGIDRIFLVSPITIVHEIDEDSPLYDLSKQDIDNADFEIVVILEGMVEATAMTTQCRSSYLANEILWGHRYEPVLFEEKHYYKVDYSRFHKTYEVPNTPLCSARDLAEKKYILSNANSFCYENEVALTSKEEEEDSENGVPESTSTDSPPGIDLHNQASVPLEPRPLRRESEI
KCNQ2 block – KCNQ2 potassium channel inhibitors, primary screen, cell-based, CHO-K1, FluxOR thallium flux, B-score (AID 2156). 20 min; stronger effect = lower value. B-score at 10 µM. 310,000 compounds, 1.1% hits. O88943;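 active = fluorescence ratio B-score at most minus 3 library SDs, with starting brightness B-score within 2 library SDs, cut at about -5.5 in these data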
CHT inh – inhibitors of human choline transporter CHT | Q9GZV3 | CHT-expressing cells, membrane potential dye, choline response; stronger effect = lower value | B-score at 10 µM | 310,000 compounds, 0.86% hits | AID 488975;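 active = B-score over 3 SD under the library average, and starting fluorescence ratio not unusually high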;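 note: choline stimulus applied at its EC90 after an EC20 pre-addition; B-score computed on integrated fluorescence ratio after choline addition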
Target sequence (Q9GZV3 whole entry, looked up): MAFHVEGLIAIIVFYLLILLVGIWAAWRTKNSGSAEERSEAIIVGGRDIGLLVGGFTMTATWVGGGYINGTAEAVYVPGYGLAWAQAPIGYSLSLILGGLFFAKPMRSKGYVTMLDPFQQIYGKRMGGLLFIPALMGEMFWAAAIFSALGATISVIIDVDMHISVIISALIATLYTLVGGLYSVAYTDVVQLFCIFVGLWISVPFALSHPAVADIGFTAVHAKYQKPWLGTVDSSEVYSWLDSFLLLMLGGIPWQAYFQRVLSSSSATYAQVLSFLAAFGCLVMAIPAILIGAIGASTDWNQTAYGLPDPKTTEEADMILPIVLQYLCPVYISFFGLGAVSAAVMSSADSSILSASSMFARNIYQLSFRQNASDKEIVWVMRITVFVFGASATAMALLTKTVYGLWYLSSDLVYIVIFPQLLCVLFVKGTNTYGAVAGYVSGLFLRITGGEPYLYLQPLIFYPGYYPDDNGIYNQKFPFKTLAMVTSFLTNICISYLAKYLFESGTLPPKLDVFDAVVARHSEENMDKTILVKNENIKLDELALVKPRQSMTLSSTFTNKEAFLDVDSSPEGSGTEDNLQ
* marks the source's active call; other numbers are inactive results; i = inactive; nt = not tested or not shown.

SMILES	Kir21 block	KCNQ2 block	CHT inh
COc1ccc(OCc2cc(C(=O)NC(C)c3cnn(C)c3)no2)c(Cl)c1 (stereo not given)	1.6	i	i
CS(=O)(=O)N(CC(=O)Nc1ccc(S(=O)(=O)N2CCOCC2)cc1)c1ccccc1Br	1.5	i	i
O=C(NNS(=O)(=O)c1ccc2ccccc2c1)c1cccs1	2	i	i
Cn1/c(=N\NC(=O)C2CCCCC2)sc2ccccc21	-1.6	i	i
CN(C)C(CNC(=O)c1cccc(NS(=O)(=O)c2ccc(Br)cc2)c1)c1ccco1 (stereo not given)	0.07	i	i
COc1ccc(OCCN2C(=O)c3ccccc3C2=O)cc1	-0.01	i	i
O=[N+]([O-])c1cccc(-c2ccc(C(=S)N3CCOCC3)o2)c1	2.2	i	i
O=C(O)c1cc(S(=O)(=O)Nc2ccc3oc(=O)sc3c2)ccc1O	-1.1	i	i
COc1ccc(-c2nn(-c3ccccc3)cc2/C=C2/SC(=S)N(Cc3ccco3)C2=O)c(C)c1	-3.8	i	i
CCOC(=O)N1CCN(S(=O)(=O)c2ccc(C(=O)N(CCN(C)C)c3nc4ccc(CC)cc4s3)cc2)CC1	0.71	i	i
O=C1NCCCC1C(=O)N1CCCCC1 (stereo not given)	0.04	i	i
COc1cc(C(=O)Nc2ccc(NC(=O)c3cccc(Cl)c3)nc2)cc(OC)c1OC	1.1	i	nt
CCOCCCNC(=O)C(c1ccc(C)cc1)N(Cc1cccs1)C(=O)c1ccccn1 (stereo not given)	1.5	i	i
CC(NS(=O)(=O)c1ccc(Br)s1)c1ccccc1 (stereo not given)	-7.4*	i	i
Brc1cccc(OCCOCCn2ccnc2)c1	-0.22	i	i
CCOC(=O)N1CCC(N(C(=O)Nc2ccccc2)C(C)CC)CC1 (stereo not given)	0.31	i	i
CCOC(=O)c1c(NC(=O)C[n+]2ccc(N(C)C)cc2)sc(C)c1C	0.23	i	i
CCOc1ccc(C2C(C(=O)c3ccco3)=C(O)C(=O)N2CCCn2ccnc2)cc1OC (stereo not given)	0.83	i	i
CCc1cccc(CC)c1-n1c(-c2cccnc2)n[nH]c1=S	-0.13	i	i
COc1ccc(C2c3c(ccc4ccccc34)Oc3ncn4nc(CO/N=C/c5ccccc5)nc4c32)cc1 (stereo not given)	-2	i	i
C/C(=N\NC(=O)CNc1cccc(C)c1)c1ccc(Br)s1	0.27	i	i
CS(=O)(=O)N(Cc1ccccc1Cl)c1ccc(C(=O)NCc2cccnc2)cc1	0.97	i	i
O=C(NCC1CCCO1)c1ccc2c(c1)ncn2-c1cccc(F)c1 (stereo not given)	0.01	i	i
COc1ccc(C(=O)C(OC(=O)c2ccc(C)c(NC(C)=O)c2)c2ccccc2)cc1 (stereo not given)	2.8	i	i
O=C(O)CC1(CC(=O)Nc2ccc3sccc3c2)CCCCC1	-0.08	i	i

2 of the compounds above, with each value named.
Structure: O=C(NCC1CCCO1)c1ccc2c(c1)ncn2-c1cccc(F)c1 (stereo not given)
  Kir21 block: 0.01; KCNQ2 block: i; CHT inh: i
Structure: COc1ccc(C(=O)C(OC(=O)c2ccc(C)c(NC(C)=O)c2)c2ccccc2)cc1 (stereo not given)
  Kir21 block: 2.8; KCNQ2 block: i; CHT inh: i

Back to the main list, repeating the seven entries before the break.
SMILES	Kir21 block	KCNQ2 block	CHT inh
CCc1cccc(CC)c1-n1c(-c2cccnc2)n[nH]c1=S	-0.13	i	i
COc1ccc(C2c3c(ccc4ccccc34)Oc3ncn4nc(CO/N=C/c5ccccc5)nc4c32)cc1 (stereo not given)	-2	i	i
C/C(=N\NC(=O)CNc1cccc(C)c1)c1ccc(Br)s1	0.27	i	i
CS(=O)(=O)N(Cc1ccccc1Cl)c1ccc(C(=O)NCc2cccnc2)cc1	0.97	i	i
O=C(NCC1CCCO1)c1ccc2c(c1)ncn2-c1cccc(F)c1 (stereo not given)	0.01	i	i
COc1ccc(C(=O)C(OC(=O)c2ccc(C)c(NC(C)=O)c2)c2ccccc2)cc1 (stereo not given)	2.8	i	i
O=C(O)CC1(CC(=O)Nc2ccc3sccc3c2)CCCCC1	-0.08	i	i
S=c1[nH]cc(Cc2ccccc2)s1	0.04	i	i
COc1cc(/C=C/C(=O)O)cc(S(=O)(=O)NCc2ccco2)c1OC	0.05	i	i
NCCc1nnc(SCc2ccc(F)cc2)o1	-0.54	i	i
COc1cccc(CNC(=O)CC2C(=O)NCCN2CCCc2ccccc2)c1 (stereo not given)	-0.07	i	i
COc1ccc(CCNC(=O)c2c([S-])n(-c3ccc(C)cc3)c3cccc[n+]23)cc1	0.18	i	i
Cc1cccc(Cn2ccc(NC(=O)c3ccc4c(c3)OCO4)n2)c1	-2.1	i	i
COc1ccc([N+](=O)[O-])cc1NC(=O)CSCc1cc(C)cc(C)c1	-8.7*	i	i
Cc1ccc2nc(-c3cccnc3SCC(=O)N3c4ccccc4CC3C)[nH]c2c1 (stereo not given)	1.1	i	i
Cc1ccc(CNC(=O)COc2ccc(S(=O)(=O)N3CCOCC3)cc2)cc1	2.2	i	i
C[n+]1cc(-c2ccccc2)oc1-c1ccccc1	0.01	i	i
CCCN(CCC)C(=O)c1cc(-c2ccc3c(c2)OCO3)nc2ccccc12	-0.81	-8.5*	i
O=c1c(Cl)c(N2CCOCC2)cnn1-c1ncc(C(F)(F)F)cc1Cl	0.11	i	i
CCN(CC)C(=O)C1CCCN(Cc2ccc3c(c2)OCO3)C1 (stereo not given)	1.7	i	i
O=C1c2cccc3cccc(c23)C(=O)N1CC1CCCO1 (stereo not given)	-1.8	i	i
CCc1nnc(NC(=O)CCN2C(=O)c3ccccc3S2(=O)=O)s1	-2.6	i	i
CCCCN1C(=O)C(=O)N(CC(=O)Nc2ccccc2C(=O)OCC)C1=O	0.25	i	i
CCCCNC(=O)NC1CCCC1	0.15	i	i
CCc1ccc(C(=O)N/N=C/c2ccncc2)s1	2.2	i	i
CCc1ccccc1N(CC)C(=O)C1CCN(c2ncnc3c2nc2n3CCCCC2)CC1	-0.37	i	i
CC(C)(C)N1C(=O)c2ccc(C(=O)NCc3ccco3)cc2C1=O	-0.39	i	i
CCCN1Cc2cccc(C(=O)N3CCN(c4ccc(OC)cc4)CC3)c2C1=O	0.07	i	i
CC1(C)Cc2c(sc(NC(=O)C(=O)NCC3CCCO3)c2C(=O)O)CO1 (stereo not given)	0.16	i	i
CN1CCC(N(C)C(=O)COc2ccccc2-c2ccccc2)CC1	-0.13	i	i
COc1ccc2c(c1)C(C)=CC(C)(C)N2S(=O)(=O)c1ccc(C)cc1	-0.26	i	i
COCCCNc1nc2c(-c3ccc(Cl)cc3)nnn2c2ccccc12	0.04	i	i
(listing goes on)
SMILES	Kir21 block	KCNQ2 block	CHT inh
CCOC(=O)NC(=O)CSc1cc(C)c2cc(C)cc(C)c2n1	-0.01	i	i
CCOc1ccccc1NC(=O)c1ccccc1-c1nc(-c2ccccc2OC)no1	-1.1	i	i
COc1ccc(S(=O)(=O)N2CCN(C(=S)NC3CCCCC3)CC2)cc1	0.01	i	i
CC(C(=O)C12CC3CC(CC(C3)C1)C2)N1CCOCC1 (stereo not given)	1	i	i
Cc1cc(C)c2[nH]c(O)c(N=NC3=NC(=O)CS3)c2c1	0.05	i	i
Cc1c(Br)c([N+](=O)[O-])nn1CCCC(=O)N1CCN(c2ccccc2)CC1	-1.4	i	i
O=C1OCC(CO)(CO)N=C1NNc1ccccc1[N+](=O)[O-]	-2.1	i	i
CN(C)c1nc(N)nc(CSc2nnnn2-c2cccc3ccccc23)n1	-0.82	i	i
CC(=O)Nc1ccc(NC2CCCCC2NS(=O)(=O)c2ccccc2)cc1 (stereo not given)	0.66	i	i
CC1Cc2ccccc2N1C(=O)COC(=O)Cn1cnc2ccccc2c1=O (stereo not given)	-1.2	i	i
COc1ccccc1CC(NC(C)=O)C(=O)NC1CCN(S(=O)(=O)c2ccccc2)CC1 (stereo not given)	-0.69	i	nt
O=C(CSc1nc2ccccc2n1CC(=O)N1CCCCC1)N1CCCCC1	-0.23	i	i
COc1cc2c(cc1OC)C(C)N(C(=O)c1cccc([N+](=O)[O-])c1)CC2 (stereo not given)	0.39	i	i
CC(C)CNC(=O)/C(C#N)=C1\N=C(NC(=O)c2ccco2)c2ccccc21	0.84	i	i
COc1ccc(NC(=S)N2CCNC(=O)C2CC(=O)Nc2ccc(C)cc2)cc1 (stereo not given)	-0.07	i	i
Cc1ccsc1/C=N/NC(=O)CNC(=O)c1c(F)cccc1Cl	0.7	i	i
O=c1c(Cc2ccc(Cl)cc2Cl)c(O)ccn1CCCN1CCOCC1	-0.51	i	i
CCc1ccc(NC(=S)N2CCN(C)CC2)cc1	-0.81	i	i
COc1cccc(-c2cc(C(=O)N3CCN(S(=O)(=O)c4ccc(Br)cc4)CC3)[nH]n2)c1	-0.94	i	i
Cc1ccc(-n2ncc(C(=O)Nc3cc(Cl)ccc3C)c2C2CCNCC2)cc1C	1.1	i	i
Cn1c(=O)c2c(nc(CN3CCN(c4cccc(Cl)c4)CC3)n2CCc2ccccc2)n(C)c1=O	0.38	i	i
CN(C)C1(CNC(=O)C2CCC(=O)N(CCc3ccc(Cl)cc3)C2)CCCCC1 (stereo not given)	-0.65	i	i
CN(Cc1ccccn1)C(=O)C1CCC(=O)N(CCc2ccc(Cl)cc2)C1 (stereo not given)	0.2	i	i
CCOC(=O)c1c(NC(=O)c2cc(CC(C)C)on2)sc(C(C)=O)c1C	0.32	i	i
O=c1ccc(Cl)cn1Cc1ccccc1F	0.02	i	i
(more compounds)
SMILES	Kir21 block	KCNQ2 block	CHT inh
CCC(=O)c1ccc(OCC(=O)N2CCCC2)c(OC)c1	-0.25	i	i
Nc1nnc(SCc2ccc(F)cc2)s1	-0.62	i	i
COc1cccc(NC(=O)CSc2nnc(C)s2)c1	-0.69	i	i
c1ccc(CN2CCN(C(c3ccccc3)c3ccccc3)CC2)cc1	-0.04	i	i
COc1ccc(Cc2nnc(NC(=O)c3cccc([N+](=O)[O-])c3)s2)cc1	-0.16	i	i
CC1=C(n2ccnc2)CCC1=O	-0.08	i	i
COc1ccccc1NC(=O)NNC(=O)c1cc2ccccc2cc1O	0.2	i	i
Cc1ccc(-c2nc(S(=O)(=O)c3ccccc3)c(SCC(=O)NCC3CCCO3)o2)cc1 (stereo not given)	0.09	i	i
CCOC(=O)c1ccccc1NC(=O)/C(C)=C/C(=O)O	1.4	i	i
CCOC(=O)c1c(OCC)[nH]c2c1cc(O)c1ccccc12	-0.28	i	i
OCCN1CCN(c2ncnc3scc(-c4ccc(F)cc4)c23)CC1	-0.3	i	-5.7*
COc1ccc(NC(=O)c2coc(C)c2)cc1	-1.1	i	i
Cc1ccc(C(=O)N/C(=C\c2cccs2)C(=O)NCc2ccncc2)cc1	-0.79	i	i
NC(=O)[C@@H]1CCCN1C(=O)c1ccc2oc(CCc3ccccc3)nc2c1	0.79	i	i
COC(=O)c1cc(OC)c(OC)cc1NC(=O)c1ccccc1	-0.03	i	i
O=C(COC(=O)c1c(Cl)cccc1Cl)NCC1CCCO1 (stereo not given)	-0.04	i	i
O=C(O)c1ccc(N2CC3CC(C2)c2cccc(=O)n2C3)c(NC(=S)Nc2ccc(Cl)cc2Cl)c1 (stereo not given)	0.52	i	i
O=C(COC(=O)c1cc(=O)[nH]c2ccccc12)c1cccs1	1.1	i	i
Cc1cc(C)c(C)c(S(=O)(=O)Nc2ccc(O)cc2)c1C	-10*	i	i
Cc1ccccc1NC(=O)CC1S/C(=N/c2nccs2)N(C)C1=O (stereo not given)	0.07	i	i
Cc1ccc(C)c(NC(=S)NCC(c2cccnc2)N2CCOCC2)c1 (stereo not given)	0.16	i	i
CN1CCN(CCC(=O)Nc2ccc(C3CCCC3)cc2)CC1	-0.35	i	i
O=C(OCC#CCSc1nnc(-c2ccccc2)o1)c1cc2ccccc2o1	-0.19	i	i
CC(C)=CC(=O)Nc1ccc(S(=O)(=O)Nc2ccccn2)cc1	0.72	i	i
NS(=O)(=O)c1cccc(NC(=O)Cn2cnc3ccccc3c2=O)c1	-0.24	i	i
(further entries)
SMILES	Kir21 block	KCNQ2 block	CHT inh
Cc1ccc(-n2nnnc2CS(=O)(=O)c2ccccc2)c(C)c1	0.01	i	i
COc1cc(Cl)c(S(=O)(=O)N2CCN(Cc3ccc4c(c3)OCO4)CC2)cc1Cl	-0.8	i	i
CC(OC(=O)Cc1n[nH]c(=O)c2ccccc12)C(=O)Nc1ccccc1[N+](=O)[O-] (stereo not given)	-1.4	i	i
CCSc1nsc(NC(=O)Nc2ccccc2OC)n1	0.21	i	i
O=C(C[n+]1ccc2ccccc2c1)Nc1cc(C(F)(F)F)ccc1Cl	-2.5	i	i
CCn1nc(C)c(CN2CCC(n3nccc3NC(=O)c3ccc4c(c3)OCO4)CC2)c1C	-1.5	i	i
Cc1cc(S(=O)(=O)NCCN(C)C)c(C)s1	-0.42	i	i
COc1ccc(Nc2nc(Cl)nc(NCCO)n2)cc1	0.86	i	i
OCCn1c(CSc2nnc(-c3ccco3)n2-c2ccccc2)nc2ccc(Cl)cc21	-2.8	i	i
CN(Cc1ccco1)S(=O)(=O)c1csc(C(N)=O)c1	0.03	i	i
Cc1cccc(NC(=O)Cn2cnc3ccccc3c2=O)c1C	-1.9	i	i
CCOc1nc(-c2ccc(OC)cc2)ccc1-c1noc(-c2cc(OC)c(OC)c(OC)c2)n1	-1.5	i	i
CCN(c1ccc(OC)cc1)S(=O)(=O)c1nnc(NC(=O)c2ccco2)s1	0.45	i	i

Part of the list above, with two lines to a compound.
Values in the order – Kir21 block	KCNQ2 block	CHT inh
CCn1nc(C)c(CN2CCC(n3nccc3NC(=O)c3ccc4c(c3)OCO4)CC2)c1C
    -1.5	i	i
Cc1cc(S(=O)(=O)NCCN(C)C)c(C)s1
    -0.42	i	i

No enrichment for hits. Share with any hit: about 2.6%.
